anti-Giardia = anti-Giardia activity of synthetic compounds – Compounds Australia Scaffold Library subset, 24/48 h, primary screen (AID 1794835); hit rate 2% among 2,500; inhibition, % at 10 µM; hits give high values; in the data active means inhibition mostly above about 45%, no sharp cut-off; inactive means mostly below about 37%;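 further: 0% = parasite counts in DMSO vehicle wells; trophozoite growth inhibition read by imaging counts at 24 h; calls made by hand needing about 50% inhibition in two separate runs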
The depositor's hits bear a star; i = inactive. Only part of the results is shown; the hit share may differ from the screen's.

SMILES	anti-Giardia
CCC1c2cccn2-c2ccccc2CN1C(=O)NCCc1ccccc1 (stereo unspecified)	19
COc1ccc(-n2nnnc2C2(N3CCOCC3)CCCCC2)cc1	i
Cc1ccc(-c2nc(C)sc2CC(=O)N2CCN(Cc3nc(N)c4ccccc4n3)CC2)cc1	9
O=C(NCc1ccc(F)cc1)c1cc2cccnc2n(Cc2ccccc2)c1=O	i
